Rac1 GTP hydrolysis: MgcRacGAP GTPase-activating activity inhibitors, confirmation, biochemical, ADP Hunter fluorescence | Rac GTPase-activating protein 1 (Homo sapiens) | MgcRacGAP-stimulated Rac1 GTP hydrolysis, ADP Hunter fluorescence; higher % means a stronger effect; GST-tagged Rac1 F28L mutant substrate | inhibition, % at 30 µM; hits with a dose series show IC50 in µM | 340,000 tested, 0.6% active;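 active = first-screen hits whose inhibition reached a set limit at any dose in the follow-up dose series; inconclusive = inhibition above the set first-screen limit but never retested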;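 also: fluorescence reports GDP produced by GAP-driven GTP hydrolysis; strong numbers were not always called active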
Large T inhibition: SV40 large T antigen inhibitors, biochemical (AID 1903) | SV40 large T antigen ATPase/helicase inhibition assay; higher % means a stronger effect | inhibition, % at 20 µM, or IC50 in µM where a hit was titrated | 310,000 tested, 0.39% active; in the data active = a potency from the dose series; inconclusive = inhibition mostly from about 32% at the one dose, without a potency; inactive = the rest, 99 in 100 with inhibition below about 32%; also: strong numbers were not always called active
NS5 inhibitors: Dengue-2 NS5 methyltransferase inhibitors, primary screen, biochemical, confirmation dose response (AID 588689); one-dose inhibition, % at 25 µM; IC50 in µM for titrated hits; 340,000 tested, 0.3% active; Genome polyprotein (Dengue virus type 2 (strain 16681-PDK53)); Dengue-2 NS5 methyltransferase capping enzyme assay, biochemical; higher % means a stronger effect; in the data active = a potency from the dose series; inconclusive = inhibition above about 29% without an active follow-up result
UTI89 phage lysis: inhibition of K1F phage lysis, E. coli UTI89, bacterial capsule biogenesis inhibitors, alamar blue (AID 488966). E. coli UTI89 K1F phage lysis, alamar blue, 2 h; higher % means a stronger effect. one-dose inhibition, % at 100 µM; IC50 in µM for titrated hits. 340,000 tested, 0.02% active;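 active = phage lysis inhibition, versus mean bacterial control, above a set limit; inconclusive = no clear call, values can overlap the other calls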;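 also: capsule biogenesis inhibitors block K1F phage lysis so surviving cells raise fluorescence; higher fluorescence means more inhibition of phage lysis; actives were called in the ten point dose series up to 300 µM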
AID2073: inhibitors of Mint1-CaV2.2 protein interaction, biochemical, HTRF (AID 2073). HTRF protein-protein interaction, Mint1-CaV2.2; higher % means a stronger effect. one-dose inhibition, % at 20 µM; IC50 in µM for titrated hits. 290,000 tested, 0.19% active; in the data active = inhibition mostly above about 51%, no sharp cut-off; inconclusive = no clear call, values can overlap the other calls; inactive = mostly below about 53%; also: some results filed as inactive read as strong as hits
SIAH1 antagonists: Siah-1 peptide-binding antagonists, primary screen, biochemical, fluorescence polarization, rhodamine-plectin, uHTS (AID 1817). E3 ubiquitin-protein ligase SIAH1 (Homo sapiens). one-dose displacement, % at 20 µM; IC50 in µM for titrated hits. Siah-1 / rhodamine-plectin peptide fluorescence polarization; higher % means a stronger effect. 290,000 tested, 0.02% active;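 active = displacement of at least 50% at 20 µM, with a fluorescence ratio check between 0.3 and a set limit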;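 also: plate controls were Siah plus tracer with DMSO for no effect and tracer alone without Siah for full effect; strong numbers were not always called active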
West Nile virus CPE: West Nile virus antiviral activity, cell-based, CPE readout (AID 1621); West Nile virus-infected cells, CPE inhibition; higher % means a stronger effect; CPE inhibition, % at 10 µM, or IC50 in µM where a hit was titrated; 290,000 tested, 0.02% active; in the data active = a potency from the dose series; inconclusive = CPE inhibition mostly from about 3.7% at the one dose, without a potency; inactive = the rest, 99 in 100 with CPE inhibition below about 2.2%; also: strong numbers were not always called active
NTR1 ag: agonists of NTR1, primary screen, imaging, U2OS cells, beta-arrestin-GFP, high content (AID 493036). NTR1-U2OS beta-arrestin-GFP spot imaging, agonist mode. Neurotensin receptor type 1 (Homo sapiens), P30989. 330,000 tested, 0.17% active. activation, % at 20 µM;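 active = activation at or above 40% of the spot to cytoplasm intensity ratio, with at least 20 cells analyzed; inconclusive = wells under 20 cells, flagged as cytotoxic or low count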;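 also: 0% = DMSO without peptide and 100% = 100 nM NTR1 peptide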
Target sequence (P30989 whole entry, looked up): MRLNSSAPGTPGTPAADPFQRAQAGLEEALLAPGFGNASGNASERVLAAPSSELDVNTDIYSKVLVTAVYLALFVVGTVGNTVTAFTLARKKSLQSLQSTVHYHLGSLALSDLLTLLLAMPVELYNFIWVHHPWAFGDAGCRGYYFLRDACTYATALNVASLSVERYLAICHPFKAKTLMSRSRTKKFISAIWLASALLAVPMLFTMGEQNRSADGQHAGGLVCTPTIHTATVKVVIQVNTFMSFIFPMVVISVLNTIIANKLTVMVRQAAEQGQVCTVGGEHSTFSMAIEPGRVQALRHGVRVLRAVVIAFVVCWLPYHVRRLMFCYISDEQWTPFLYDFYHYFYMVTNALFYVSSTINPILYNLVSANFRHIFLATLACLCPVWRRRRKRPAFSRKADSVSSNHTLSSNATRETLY
RSV CPE inhibition: RSV antiviral activity via CPE protection, HEp-2 cells, primary 10 µM value included (AID 2391); HEp-2 cells, RSV-induced CPE inhibition; higher % means a stronger effect; CPE inhibition, % at 10 µM; hits with a dose series show IC50 in µM; 310,000 tested, 0.13% active; in the data active = a potency from the dose series; inconclusive = CPE inhibition mostly from about 23% at the one dose, without a potency; inactive = the rest, 99 in 100 with CPE inhibition below about 21%; also: strong numbers were not always called active
NTR1 ag cell count 20 µM: second read-out of NTR1 ag, no call of its own (marks repeat the call); cell count; measured here: cell count, cytotoxicity flag
NS5 inhibitors pilot replicate: recorded beside NS5 inhibitors, whose call it bears; inhibition, %; measured here: pilot screen replicate inhibition
Starred values were filed as active, the others as inactive; i = inactive; u = inconclusive; x = no result given; & = joins results of further samples; [ ] = dose if it differs, or a comment.

SMILES	Rac1 GTP hydrolysis	Large T inhibition	NS5 inhibitors	UTI89 phage lysis	AID2073	SIAH1 antagonists	West Nile virus CPE	NTR1 ag	NTR1 ag cell count 20 µM	RSV CPE inhibition	others
CC(CN(C)Cc1ccccc1)OC(=O)c1ccc(F)cc1 (stereo unspecified)	14%	-1%	-1%	2.9%	3%	5%	-0.4%	-0.5	47	0.8%
CCOC(=O)CC(=O)CSc1nc2cc(C)ccc2cc1C	-8%	8%	-6%	-0.6%	0%	2%	-0.5%	3.4	98	8.0%
COc1cccc(-n2c(=O)[nH]cc(C(=O)Nc3ccc(NC(C)=O)cc3)c2=O)c1	2%	-5%	-4%	-0.3%	4%	-1%	0.3%	-1.7	79	0.9%
COc1ccc(S(=O)(=O)N2CCCC(C(=O)Nc3cccnc3)C2)cc1Cl (stereo unspecified)	4%	8%	-6%	6.2%	-12%	4%	-0.7%	0.2	64	-0.8%
Cn1c(=O)c2c(nc3n2CCS3)n(C)c1=O	-2%	10%	-10%	-0.1%	8%	1%	0.5%	-1.1	54	1.0%
FC(F)(F)C1=Nc2cccc3cccc(c23)N1	12%	x	14%	-2.5%[50 µM]	x	x	x	0.6	55	x
CC(C)c1ccc(C2C3CSCC=C3C(C#N)=C(N)C2(C#N)C#N)cc1 (stereo unspecified)	x	-13%	x	x	-16%	1%	-0.1%	0.5	53	-1.5%
COc1ccc(C(=O)/C=C/N(C)C)cc1OC	6%	3%	-6%	0.5%	15%	3%	0.0%	-0.3	46	6.0%
CCOC(=O)C1=C(C)NC(=O)NC1c1ccc(OC)c(Cl)c1 (stereo unspecified)	9%	4%	6%	-0.7%	2%	1%	0.2%	3.4	56	1.1%
OCC1(Cc2ccc(F)cc2F)CCCN(Cc2ccc(Cl)cc2)C1 (stereo unspecified)	2%	1%	-12%	-0.6%	-9%	-7%	-0.3%	1.8	47	12%
CC1CCCN(C(=O)c2cc(S(=O)(=O)N3CCCCC3)c[nH]2)C1 (stereo unspecified)	0%	x	-6%	1.9%	2%	3%	-1.0%	-0.5	38	1.4%
COC(=O)C1=C(C)N(Cc2ccccc2)C(=NCC2CC2)N[C@H]1c1ccccc1	0%	x	5%	4.7%	x	x	x	-2.0	66	x
COc1ccccc1N(CC(=O)NCC(C)C)S(=O)(=O)c1cccs1	4%	6%	3%	1.9%[50 µM]	-3%	8%	-1.3%	0.9	81	1.7%
S=c1[nH]nc(COc2ccc(Cl)cc2Cl)n1-c1ccccc1	7%	7%	-14%	0.1%	-19%	-2%	-0.7%	-0.9	63	1.8%
O=C(N/N=C/c1ccc(Br)o1)c1ccc2c(c1)OCCO2	-10%	10%	-1%	i	5%	-4%	-0.3%	0.1	40	8.9%
CCNC(=S)NNC(=O)c1csc(CC)c1	-3%	10%	0%	-0.1%	-3%	9%	0.2%	-0.9	75	0.0%
CC(=O)NC1(c2ccccc2)CCN(c2cc(C)nc(-c3ccccc3)n2)CC1	4%	20%	-7%	-0.1%	-15%	2%	-0.9%	0.8	87	1.8%
Cc1ccc(-c2cc(-c3ccccc3)no2)cc1	2%	3%	-10%	3.1%	x	x	x	-0.4	96	3.2%
Cc1ccccc1Cn1nc(C)c(NC(=O)c2nc3n(n2)C(C(F)F)CC(C)N3)c1C (stereo unspecified)	11%	5%	-3%	0.7%	5%	5%	-0.3%	0.2	44	0.7%
CCC(=O)Nc1c(C(=O)N2CCN(c3ccccn3)CC2)cnn1-c1ccc(C)cc1	8%	-3%	-10%	1.6%[50 µM]	5%	-3%	-0.3%	0.8	40	0.5%
O=C(CSc1nc2ccccc2c(=O)n1-c1ccc(F)cc1)NCc1ccco1	12%	6%	0%	-1.4%	23%	-7%	x	0.2	55	3.3%
CC(CNS(=O)(=O)c1cc(Cl)ccc1Cl)CN(C)C (stereo unspecified)	3%	-1%	-11%	0.3%	18%	6%	-0.5%	1.6	94	-0.3%
CC(C)c1c(Cl)c(O)c(-c2ccccc2)c(=O)n1-c1ccc(F)cc1	6%	5%	11%	3.5%[50 µM]	-1%	6%	0.6%	1.6	84	2.7%
Cc1occc1-c1nnc(SCC(=O)N2CCc3ccccc32)o1	-7%	5%	8%	-2.1%	0%	0%	-0.5%	-2.2	54	-0.5%
COc1cccc2c(=O)cc(C)n(CC(=O)Nc3ccccc3C)c12	5%	9%	0%	2.8%	23%	-1%	-0.1%	3.4	89	17%
COc1ccc([C@H]2CC(=O)C=C(c3ccc4ccccc4c3)C2)cc1OC	12%	x	6%	-2.2%	x	x	x	2.5	61	4.7%
Cc1ccc(NC(=O)N2CCCc3ccccc32)cc1	2%	-4%	-1%	0.0%	-8%	8%	-1.5%	-1.2	61	1.4%
Cc1ccc(OCCCn2cc(C#N)c3ccccc32)cc1	8%	3%	-4%	0.2%	2%	9%	0.1%	5.8	81	u	NS5 inhibitors pilot replicate=-3.9
O=C(Nc1cc(Cl)ccc1-n1cncn1)c1ccccc1OC(F)F	3%	x	-7%	0.2%[50 µM]	x	x	x	-0.7	60	x
C=CCNc1c2c(nc3nnnn13)CCCC2	8%	-9%	0%	0.0%	-4%	0%	0.1%	1.9	45	2.2%
COC(=O)Nc1nc2ccc(C(=O)c3ccc(F)cc3)cc2[nH]1	x	14%&8%	x	x	9%	2%	u	x	x	0.6%
CCOc1ccc(NC(=O)CNC(=O)COc2ccccc2)cc1	3%	10%	-1%	3.9%	-2%	-4%	-0.4%	0.3	58	0.8%
Cc1ccc(C(=O)Nc2ccc(-c3csc(C)n3)cc2)cc1	-17%	-1%	1%	2.5%	12%	0%	-0.1%	1.0	60	u
Cc1n[nH]c(C)c1S(=O)(=O)N1CCN(C2CCCCC2)CC1	0%	-5%	4%	-0.1%	3%	-1%	0.4%	1.0	50	0.5%
Clc1ccccc1OCc1nn[nH]n1	7%	10%	-1%	0.2%	0%	4%	0.1%	0.7	75	1.5%
O=C1CCCC2=C1C(O)(C(F)(F)F)C(=O)N2Cc1ccccc1 (stereo unspecified)	3%	9%	-5%	0.6%	7%	2%	0.0%	0.4	71	0.3%	NS5 inhibitors pilot replicate=-5.4
CCOCC(=O)Nc1ccc(F)c(F)c1	3%	8%	-11%	0.9%	-1%	-1%	-0.1%	1.9	50	1.6%
O=C(c1cccc(-c2ccccc2F)c1)N1CC[C@@H](N2CCC(O)CC2)[C@H](O)C1	8%	22%	-6%	0.0%	u	6%	-0.9%	0.2	56	-0.8%
Cc1nc2ccc(S(=O)(=O)Nc3cccc(-c4nc5cccnc5s4)c3)cc2s1	8%	-3%	3%	1.8%	48%	-7%	-0.2%	1.8	87	2.4%
COc1cc(C(=O)Nc2ccc(C)cc2C(NCC(=O)NN)c2ccccc2)cc(OC)c1OC (stereo unspecified)	x	6%	-5%	0.1%	12%	1%	1.3%	-0.8	100	3.9%
CC(=O)c1ccc(NC(=O)/C(C#N)=C/c2ccncc2)cc1	10%	16%	-6%	3.0%[50 µM]	4%	14%	-0.1%	-0.5	45	1.4%
O=C(CCc1nnc(CCCCc2ccccc2)o1)NCCC1CCCCO1 (stereo unspecified)	10%	-5%	-3%	0.0%	8%	2%	-0.6%	1.8	47	0.3%
COCCCNS(=O)(=O)c1ccc(Oc2ncc(C(F)(F)F)cc2Cl)cc1	6%	15%	-3%	0.5%	-3%	-1%	-1.3%	1.9	102	19%
FC(F)C(F)(F)Oc1cccc(-c2n[nH]c(=S)n2Cc2ccccc2)c1	8%	x	-1%	-0.2%[50 µM]	x	x	x	1.3	55	x
CCc1nnc(NC(=O)c2cc(S(=O)(=O)N(C)c3ccc(OC)cc3)ccc2Cl)s1	8%	13%	-4%	-0.1%	-2%	13%	-0.3%	1.1	72	1.9%
Cc1noc(C)c1C(=O)Nc1ccc(F)c(F)c1	8%	-3%	8%	-2.4%[50 µM]	-4%	2%	0.5%	-0.7	62	0.3%
CCc1nnc(NC(=O)CSc2nc(C)nc3c2c(=O)n(C)c(=O)n3C)s1	13%	9%	-2%	0.1%	3%	1%	-0.1%	3.2	54	0.7%
COC(=O)c1[nH]c2c(c1C)C(=O)CC(c1ccc(OC)cc1)C2 (stereo unspecified)	2%	7%	-5%	0.3%	1%	1%	-1.2%	0.7	79	2.0%
COc1ccc(/C=C(\NC(=O)c2ccc(C)cc2)C(=O)NCCN2CCOCC2)cc1	6%	5%	-6%	1.7%	9%	0%	0.6%	-0.9	45	2.3%
COc1cc(NC(=S)NC(=O)c2cc(C)cc(C)c2)ccc1NC(=O)c1cccs1	12%	28%	9%	0.1%	8%	0%	-0.2%	0.6	44	7.5%
CC1=C([N+](=O)[O-])C(c2ccc(Cl)cc2)NC(=O)N1 (stereo unspecified)	7%	4%	-4%	0.0%	14%	-5%	-0.4%	-0.2	61	0.1%
CC(CN1CCCCC1)OC(=O)Cc1ccc(Cl)cc1 (stereo unspecified)	8%	5%	-4%	-1.1%	-8%	-1%	-0.2%	-3.9	86	0.6%
CC(=O)Oc1ccc(C(=O)Nc2ccccc2C(=O)Nc2ccc(C(=O)O)cc2)cc1	10%	4%	-15%	1.1%	5%	-1%	0.3%	-0.4	59	-0.3%
Cc1ccc(CN2CCN(/N=C/c3cc([N+](=O)[O-])ccc3Cl)CC2)cc1	12%	4%	-8%	0.8%	35%	-1%	-0.3%	6.9	45	-1.8%
Cc1ccc(Cn2nnc3c(=O)[nH]c(C4CCCN(S(=O)(=O)c5ccccc5)C4)nc32)cc1 (stereo unspecified)	5%	-1%	-4%	-0.4%	0%	0%	-0.1%	4.4	45	13%
Cc1cc(NS(=O)(=O)c2ccc(C(C)C)cc2)no1	6%	-6%	5%	-1.1%[50 µM]	15%	-4%	0.2%	0.9	52	0.2%
CCC(C)NC(=O)c1ccc(CSc2nc3ccncc3n2Cc2ccc(F)cc2)cc1 (stereo unspecified)	0%	16%	-2%	7.5%	-4%	3%	-0.1%	0.0	79	1.2%
Cc1cc(NC(=O)CN2CCN(S(=O)(=O)c3ccc(Cl)cc3)CC2)no1	2%	0%	-1%	1.7%	-3%	1%	-0.6%	1.7	71	-1.2%
Cc1cc(NC(=O)c2ccco2)ccc1NC(=O)Cc1cccs1	13%	5%	1%	1.0%	-3%	1%	0.1%	0.3	50	1.6%

Compound activity deposited in PubChem by several laboratories.
